B2AR arrestin: beta2AR (human) beta-arrestin recruitment activity | P07550 | beta-arrestin recruitment to beta2AR, cell-based reporter | Potency, µM (series often up to 46.1 µM), for the others: at the top dose activation, actives largely listed as activators | 0.02% of 330,000 active | AID 492947;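 note: potency is the fitted concentration of half-maximal effect; 0% = DMSO controls and full agonism = EC100 isoproterenol or metaproterenol; nearly all actives have a fitted effect of over 65% in size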
Target sequence (P07550 whole entry, looked up): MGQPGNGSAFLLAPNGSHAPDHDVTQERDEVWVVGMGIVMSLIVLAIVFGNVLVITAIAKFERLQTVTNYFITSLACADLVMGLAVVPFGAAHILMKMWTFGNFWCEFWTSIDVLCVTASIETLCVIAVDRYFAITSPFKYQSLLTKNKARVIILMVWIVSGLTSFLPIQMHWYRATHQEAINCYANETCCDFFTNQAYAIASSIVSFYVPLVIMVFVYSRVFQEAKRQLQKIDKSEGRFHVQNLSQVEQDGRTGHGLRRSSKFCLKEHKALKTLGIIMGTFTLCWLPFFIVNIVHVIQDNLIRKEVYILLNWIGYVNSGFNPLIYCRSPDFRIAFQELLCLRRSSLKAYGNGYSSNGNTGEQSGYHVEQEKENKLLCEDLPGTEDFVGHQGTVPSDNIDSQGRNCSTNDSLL
S-ASM inh: inhibitors of human secretory acid sphingomyelinase. 0.006% of 340,000 active. placental ASM, HMU-PC fluorogenic substrate, 60 min. AID 504937. Potency, µM (doses to about 57.5 µM), inactives show at the highest dose activity change, negative = inhibition, usual class: inhibitors; note: potency is the fitted concentration of half-maximal effect
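Fluorescence read-out (Ex 386 nm, Em 447 nm) after stopping the reaction at pH 10. Enzyme: ASM from human placenta; substrate HMU-PC0, 9 uM final; 60 min, 37 °C. Compound preincubation 10 min, ambient temperature.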
BRCA1 expr act: BRCA1 expression activation; Potency, µM (top dose mostly 46.1 µM), inactives show top-dose activation, most hits filed as activators; AID 624202; MCF7-BRCA1-FFLuc reporter, luminescence, 48 h; response scale: scaled: vehicle 0%, 10 µM genistein 100%; 1.1% of 380,000 active; note: potency is the fitted concentration of half-maximal effect; nearly all actives have a fitted effect of over 80% in size; some results filed as inactive show a strong effect at the top dose
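Quantitative HTS in MCF7 cells stably reporting BRCA1 expression via firefly luciferase. Compound treatment lasts 48 h at 37 °C in phenol-red free MEM. Activation is expressed relative to genistein at 10 microM and DMSO.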
Integrin act MD: activators of alpha7 integrin expression for muscular dystrophy; alpha7betagal myoblasts, beta-gal FDG fluorescence, 48 h; Potency, µM (top dose mostly 38.3 µM), for the others: top-dose activation, hits mostly activators; 0.064% of 350,000 active;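 note: potency is the fitted concentration of half-maximal effect; 100% = response of the positive control SU9516; nearly all actives have a fitted effect of over 60% in size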
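Alpha7betagal+/- myoblasts (passage 13) were plated 16-24 hr, then exposed to compounds (1:260 dilution of DMSO stock) for 48 hours at 37C. After MPER lysis, β-galactosidase reporter activity was read as FDG fluorescence (ex 480/em 540) after 30 minutes.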
Eya2 phos inh: inhibitors of human Eya2 phosphatase activity. Potency, µM (series often up to 76.9 µM), for inactives: at the top dose activity, negative = inhibition, usual class: inhibitors. O00167. recombinant Eya2, OMFP fluorescence dephosphorylation (OMFP is methylfluorescein phosphate). 0.006% of 330,000 active; note: potency is the fitted concentration of half-maximal effect; % is set by controls: 0 for no effect and ±100 for the full control effect
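Eya2 protein (added as 0.2 uM solution) was preincubated with compound for 10 min at ambient temperature in 50 mM HEPES pH 7.5, 50 mM NaCl, 5 uM MgCl2, 0.05% BSA, 1 mM DTT. OMFP (added at 50 uM) then reacted 10 min; fluorescence read at 485/525 nm.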
p53 reactivator: re-activators of mutant p53; H1299 p53-A138V BP100-luciferase reporter, luminescence, 24 h; Potency, µM (titrated, usually from 92.2 µM), for inactives: at the highest dose activity change, positive = activation, hits mostly activators; 0.063% of 320,000 active; note: potency is the fitted concentration of half-maximal effect; % of control where 0% means no effect; nearly all actives have a fitted effect of over 45% in size
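p53-null H1299 cells stably carrying temperature-sensitive p53-A138V and a BP100-luciferase reporter were pinned with compounds (4-point, 1:5 series) and held 24 hrs at 37 deg C. Luminescence was read 10 min after detection reagent.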
TRPV1 ag: human TRPV1 agonism; 0.19% of 320,000 active; TRPV1-expressing cells, Fluo-8 calcium influx, agonist mode; activation, % at 8.33 µM; Q8NER1; in the data active = activation above about 80%; inconclusive = between about 30% and that limit; note: 0% is about no effect
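Cells expressing TRPV1 were dye-loaded with Fluo-8 and read kinetically: 10 s baseline, 3 min after compound (agonist portion), then 2 min after EC20 capsaicin (allosteric enhancer portion). Calcium-bound dye fluorescence at 480/520 nm.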
USP2a inh: inhibitors of human ubiquitin-specific protease USP2a | O75604 | USP2 core, Ub-CHOP2 coupled fluorogenic reporter, 485/531 | Potency, µM (series often up to 38.3 µM), without a hit: top-dose activity change, negative = inhibition, most hits filed as inhibitors | 0.01% of 330,000 active | AID 463254;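 note: potency is the fitted concentration of half-maximal effect; plate controls were DMSO wells for no effect and full inhibition by NEM control for full effect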
Target sequence (O75604 whole entry, looked up): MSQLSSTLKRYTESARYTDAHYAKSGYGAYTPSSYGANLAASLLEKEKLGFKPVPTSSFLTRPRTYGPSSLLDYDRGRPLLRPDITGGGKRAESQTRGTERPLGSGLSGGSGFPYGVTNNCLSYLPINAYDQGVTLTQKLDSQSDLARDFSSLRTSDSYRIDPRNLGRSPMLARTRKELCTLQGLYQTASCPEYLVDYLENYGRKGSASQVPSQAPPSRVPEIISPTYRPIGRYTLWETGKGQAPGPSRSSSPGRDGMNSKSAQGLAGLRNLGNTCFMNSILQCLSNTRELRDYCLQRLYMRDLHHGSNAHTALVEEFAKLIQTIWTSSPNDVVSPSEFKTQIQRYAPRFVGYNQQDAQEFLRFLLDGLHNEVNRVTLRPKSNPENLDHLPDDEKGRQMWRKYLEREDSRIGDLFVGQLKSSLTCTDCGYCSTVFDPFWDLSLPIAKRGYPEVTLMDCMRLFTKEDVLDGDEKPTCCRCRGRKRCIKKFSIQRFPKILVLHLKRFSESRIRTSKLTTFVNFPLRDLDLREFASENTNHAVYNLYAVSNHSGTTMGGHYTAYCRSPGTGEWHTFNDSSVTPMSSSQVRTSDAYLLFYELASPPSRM
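Deubiquitinase activity read as fluorescence (485/531 nm) after Ub-CHOP2 cleavage activates the enterokinase reporter on its substrate; USP2 core 10nM, Ub-CHOP2 and substrate 25nM each, 30min compound preincubation then 60min RT; data normalized to NEM, curves fitted.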
TSG101-PTAP inh: blocks PTAP/TSG101 interaction to inhibit HIV-1 budding. Potency, µM (highest dose often 115 µM), for inactives: at the highest dose activity change, negative = inhibition, hits mostly inhibitors. AID 493005. 340,000 tested, under 10 active. Fluorescence polarization, FITC-PTAP peptide / Tsg101 binding; active = well fitted inhibition curve with a large enough effect in the main read-out, with a control signal flat, not every such curve was filed as active; inconclusive = small, poorly fitted or top-dose-only effect, or effect the other way, or a change in a side signal; inactive = no such curve, though single readings can be large or run the other way; note: potency is the fitted concentration of half-maximal effect; % of control where 0% means no effect
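Steps: Tsg101 binding domain dispensed (10 uM final), compounds pinned in DMSO, FITC-labeled PTAP-motif peptide added (50 nM final); after 20 min binding at room temperature, polarization measured.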
ELG1 genotoxic: induces genotoxicity in HEK293T cells with luciferase-tagged ELG1 | HEK293T ELG1-luciferase reporter, luminescence, 16 h | Potency, µM (doses to about 46 µM), without a hit: at the highest dose activity change, positive = activation, most hits filed as activators | 1.3% of 330,000 active | AID 504466; note: potency is the fitted concentration of half-maximal effect; % of control where 0% means no effect; nearly all actives have a fitted effect of over 60% in size
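Genotoxicity was scored as increased ELG1-luciferase reporter signal, measured by ONE-Glo luminescence (30 min, room temperature). Compound or vehicle exposure of the HEK293T reporter cells lasted 16 hr at 37°C.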
uPA generation: cell surface uPA generation inhibition; cell surface uPA generation assay, qHTS; Potency, µM (top dose mostly 38.3 µM), without a hit: at the highest dose activity change, negative = inhibition, most hits filed as inhibitors; 0.31% of 330,000 active; active = well fitted inhibition curve with a large enough effect; inconclusive = small, poorly fitted or top-dose-only effect; inactive = no such curve, though single readings can be large or run the other way; tested in mouse RAW 264.7 cells; note: potency is the fitted concentration of half-maximal effect; % is set by controls: 0 for no effect and ±100 for the full control effect; nearly all actives have a fitted effect of over 55% in size
* hit, by the source's call; u = inconclusive; x = no result given; [ ] = dose if it differs, or a comment. Unless noted, calls come from the whole dose curve; as a rule, active = well fitted curve in the direction sought with a large enough effect; inconclusive = small, poorly fitted or top-dose-only effect, or another doubt; inactive = no such curve, though single readings can be large; an effect the other way counts as inactive or inconclusive. Not a hit list (roughly 2.6% active in at least one column).

SMILES	B2AR arrestin	S-ASM inh	BRCA1 expr act	Integrin act MD	Eya2 phos inh	p53 reactivator	TRPV1 ag	USP2a inh	TSG101-PTAP inh	ELG1 genotoxic	uPA generation
CC(C)n1cc(NC(=O)c2cc(-c3ccccc3)on2)cn1	-0.7%	-4.8%	5.8%	9.6%	-3.6%	u	u	2.4%	-0.2%	18.4µM*	-20.4%
CC(=N)C1=C(O)CC(c2ccccc2)CC1=O (stereo unspecified)	0.1%	8.4%	11.2%	17.6%	-4.3%	-5.5%	0.6	-1.4%	-3.4%	1.3%	1.9%
Cc1nc(Nc2ccccc2Cl)sc1C(=O)Nc1ccccc1	-0.2%	-10.5%	68.6%	17.4%	1.1%	11.6%	u	-0.9%	-2.2%	7.9%	-3.9%
CCOc1cc(/C=N/NC(=O)c2cc(-c3cccnc3)nc3ccccc23)ccc1O	0.1%	-1.1%	-3.6%	3.1%	-14.7%	-1.3%	0.0	0.3%	-3.4%	-0.2%	2.7%
Cc1cccc(NC(=O)C2CCCN2C(=O)OCc2ccccc2)c1 (stereo unspecified)	0.0%	-1.1%	-9.4%	x	13.3%	-5.4%	4.7	1.1%	-15.6%	-0.1%	5.6%
O=C(Cc1ccccc1[N+](=O)[O-])OCC(=O)c1ccccc1Br	-0.1%	-2.0%	-10.6%	-14.1%	8.5%	8.2%	x	2.0%	-1.5%	0.6%	-20.0%
NC(=O)c1cc([N+](=O)[O-])ccc1NCCN1C(=O)c2ccccc2C1=O	0.0%	x	x	x	-3.2%	-0.9%	-2.8	2.5%	x	-2.6%	x
CCCS(=O)(=O)c1c(S(=O)(=O)CCC)c2c(N)cccn2c1C(=O)c1ccc(F)cc1	0.3%	-3.5%	3.0%	-24.1%	-7.7%	-9.1%	4.8	-5.9%	-3.4%	-19.5%	6.4%
O=C(O)C1CCCN1c1nc(-c2ccc(Cl)c(Cl)c2)cc(C(F)(F)F)n1 (stereo unspecified)	-0.8%	6.2%	-40.8%	12.2%	0.2%	1.0%	-1.6	-4.6%	-6.8%	-2.8%	-10.3%
NC(=S)N/N=C1\CC(c2ccc3c(c2)OCCCO3)Oc2ccc(F)cc21 (stereo unspecified)	u	-7.1%	-54.9%	13.8%	-8.2%	-6.8%	-6.6	-11.0%	-4.8%	-6.9%	-3.3%
O=C(CCc1nc(-c2ccccc2F)no1)Nc1ccc(Oc2ccccc2)cc1	-0.7%	-11.1%	-63.3%	-9.8%	0.2%	u	-1.1	-11.9%	0.2%	-7.0%	-13.8%
CCOc1cc(C)c(C(C)C)cc1S(=O)(=O)N1CCOCC1	0.0%	0.0%	-7.1%	-4.5%	9.5%	-7.8%	14.3	-0.5%	1.3%	-2.6%	8.0%
O=C(NC1CCCCC1)N1CCN(CCc2ccccc2)CC1	0.0%	-0.9%	4.8%	3.7%	-0.6%	1.9%	8.2	0.6%	x	-2.3%	15.1%
O=C(CCC1CCCC1)NCCS(=O)(=O)N1CCN(c2ccccc2F)CC1	-1.4%	1.3%	-2.7%	16.2%	10.9%	-2.8%	3.2	0.0%	-5.8%	-2.7%	-4.9%
CCn1c(Cc2ccccc2)nnc1SCC(=O)c1c(N)n(C2CC2)c(=O)[nH]c1=O	-0.3%	-1.4%	-1.4%	u	18.9%	2.9%	0.3	1.8%	-11.1%	1.2%	u
CCN(CC)C(=O)C1CC(c2ccc(OC)cc2)=NO1 (stereo unspecified)	-0.5%	1.2%	10µM*	-7.3%	1.0%	u	3.5	-3.8%	-1.5%	16.1%	x
c1ccc(CCn2cnc3ccccc32)cc1	-0.2%	-3.6%	66.1%	-3.1%	-6.6%	4.9%	22.6	-5.1%	1.0%	10.4%	-1.8%
O=C(NCCCN1CCCC1=O)c1cc(-c2ccc3c(c2)OCO3)nc2ccccc12	-0.7%	53.9%[activator]	-19.3%	0.8%	9.8%	-4.2%	-0.3	1.1%	-0.6%	-14.0%	1.3%
Cc1cc(C)c(S(=O)(=O)Nc2ccccc2C(=O)N2CCCC2)c(C)c1	0.5%	x	-8.9%	0.1%	6.7%	17.2%	16.3	0.3%	-2.6%	-10.9%	4.9%
COc1cccc(-n2c([S-])c(C(=O)Nc3ccc(C(F)(F)F)cc3)[n+]3ccccc23)c1	0.0%	x	x	x	7.2%	-2.8%	-11.7	-0.5%	x	-3.8%	x
Cc1ccc(-n2c(C)cc(C(=O)NS(=O)(=O)c3ccc(C)cc3)c2C)cc1	7.6%	-10.6%	20.8%	0.9%	-3.0%	11.1%	-3.1	0.9%	-2.8%	1.4%	-2.9%
Cc1ccc(Cn2ncc3c(N4CCCC4)ncnc32)cc1	-0.1%	1.0%	26.0%	13.5%	3.2%	-4.7%	6.4	1.6%	-5.9%	-4.3%	-3.2%
CC1CCN(C(=O)CNC(=O)CNC(=O)Cc2ccccc2)CC1	-0.2%	2.3%	-8.5%	-4.0%	4.1%	-3.1%	-0.4	-1.9%	-1.1%	6.9%	-6.9%
CS(=O)(=O)N1N=C(c2ccco2)CC1c1cccc([N+](=O)[O-])c1 (stereo unspecified)	-0.5%	3.0%	-7.0%	-8.5%	-3.1%	2.7%	-2.5	0.8%	-1.8%	-2.0%	u
Cc1oc(-c2cccc(F)c2)nc1CN(Cc1ccccc1)C[C@@H]1CCC(=O)N1	-0.2%	-0.1%	-35.9%	-0.5%	-3.1%	-0.6%	20.5	4.7%	-0.5%	0.1%	-2.3%
COC(=O)C1=C(C)N(C)C(=O)NC1c1ccccc1 (stereo unspecified)	3.1%	1.3%	1.5%	-13.9%	-6.3%	-4.1%	-1.6	-1.0%	-5.7%	1.5%	2.4%
COCC1CCN(C(=O)c2cc(COc3ccccc3SC)on2)C1 (stereo unspecified)	-1.0%	-2.4%	58.2%	-3.5%	13.6%	8.1%	u	-0.5%	-0.1%	0.4%	-0.4%
O=C(Nc1cccc(Br)c1)C1CCCC1	x	-0.4%	-5.5%	15.7%	x	x	x	x	-3.8%	x	-28.4%
N#C/C(=C\c1ccc(O)c([N+](=O)[O-])c1)C(=O)NCc1ccccc1	-0.3%	2.6%	-9.0%	-11.0%	0.0%	12.4%	-0.2	-0.2%	-2.5%	-5.5%	-18.1%
Cc1ccc(OCC(=O)Nc2ccc(S(=O)(=O)Nc3ccccn3)cc2)c(C)c1	0.4%	0.3%	-14.9%	7.3%	-0.9%	-12.9%	-3.5	2.1%	-0.5%	-0.1%	-5.6%
O=C(O)c1ccc(N2C(=O)CC(SC(=Nc3ccccc3)Nc3ccccc3)C2=O)cc1 (stereo unspecified)	4.3%	-4.3%	-3.7%	-3.7%	2.6%	2.5%	1.0	-1.0%	1.3%	-0.6%	-1.3%
CCN1C(=O)[C@H]2[C@@H](c3ccc(-c4ccc(F)cc4)c(OC)c3)N3CCCC[C@@]3(C(=O)OC)[C@H]2C1=O	-2.2%	-8.7%	-41.9%	9.5%	-9.6%	2.5%	x	1.8%	0.9%	-2.6%	-20.8%
Cc1cc(C)cc(OCC(=O)NNC(=O)c2cc3ccccc3o2)c1	-0.9%	0.0%	-1.2%	17.8%	4.9%	-1.8%	11.6	2.5%	-1.9%	-0.6%	1.6%
O=C(c1ccc(OCC2CCCO2)cc1)N1CCN(S(=O)(=O)c2cccc(F)c2)CC1 (stereo unspecified)	-4.1%	4.1%	-9.1%	2.6%	-11.1%	-2.8%	5.4	0.6%	-0.1%	0.3%	2.9%
Cn1c(O)c(C=Nc2ccc(Cc3ccncc3)cc2)c(=O)n(C)c1=O	-1.3%	x	x	x	17.7%	3.0%	0.7	0.1%	x	14.6%	x
Cc1ccc(C(=O)c2c3ccccc3[n+]([O-])n2CCC(=O)O)cc1	-0.2%	6.9%	34.4%	8.8%	6.4%	u	-5.0	3.2%	-11.3%	8.7%	4.2%
COc1cc(C2(c3ccc(O)c(OC)c3)C(=O)N(C)c3ccc(Br)cc32)ccc1O	x	-1.9%	-28.4%	5.7%	x	x	x	x	1.9%	x	-1.5%
Cc1ccc(C2CC(c3ccc(F)cc3)Nc3nc(N)nn32)cc1 (stereo unspecified)	-0.3%	-0.5%	8.3%	16.6%	4.1%	4.0%	0.2	3.1%	-3.7%	0.9%	10.4%
Cn1c(=O)c2cc(S(=O)(=O)NCCC(=O)Nc3ccc(Cl)cc3)ccc2n(C)c1=O	-0.1%	-1.8%	-1.1%	4.6%	-5.3%	-5.7%	-0.8	-0.6%	x	3.2%	10.9%
